GPR55 activation: selective activators of receptor GPR55 – imaging, U2OS cells, beta-arrestin-GFP redistribution, primary screen (AID 1961). activation, % at 10 µM; hits with a dose series show EC50 in µM. actives 0.048% (n = 290,000). U2OS GPR55 beta-arrestin-GFP redistribution imaging; higher % means a stronger effect;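 active = activation above 40% with more than 50 cells counted in the well; inconclusive = wells holding fewer than 50 cells, flagged as toxic or sparse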;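 also: U2OS osteosarcoma cells stably expressing GPR55 and beta-arrestin-GFP; plate controls were DMSO negative control for no effect and LPI positive control for full effect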
NOD1 NF-kB reporter: NOD1 signaling inhibitors, primary screen, cell-based, luminescence, uHTS (AID 1578); NOD1-driven NF-kB luciferase reporter cells, luminescence; higher % means a stronger effect; inhibition, % at 4 µM, or EC50 in µM where a hit was titrated; actives 1% (n = 290,000); in the data active = inhibition mostly above about 36%, no sharp cut-off; inactive = mostly below about 34%;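 also: HEK-293T reporter cells stimulated with the NOD1 agonist gamma-tri-DAP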
GPR35 antagonists: inhibition of zaprinast-stimulated GPR35 beta-arrestin translocation – imaging, U2OS, beta-arrestin-GFP, zaprinast agonist, primary screen (AID 2058); U2OS GPR35 beta-arrestin-GFP translocation imaging, zaprinast antagonism; higher % means a stronger effect; inhibition, % at 10 µM; hits with a dose series show IC50 in µM; actives 0.052% (n = 290,000);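 active = inhibition of at least 50% with at least 30 cells and total cytoplasm GFP at most 10,000,000; inconclusive = under 30 cells or total GFP of 10,000,000 plus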
KOR beta-arrestin-1: KOR agonists, beta-arrestin recruitment, primary screen, cell-based, luminescence, uHTS (AID 1777); KOR beta-arrestin recruitment, luminescence; higher % means a stronger effect; one-dose activation, % at 10 µM; EC50 in µM for titrated hits; actives 0.02% (n = 280,000); in the data active = activation above about 50%, passing the limit was not always enough; also: a part of the inactive calls stands beside numbers as strong as those of hits
GPR55 antagonists: inhibition of LPI-stimulated GPR55 beta-arrestin translocation – imaging, U2OS, beta-arrestin-GFP, LPI agonist, primary screen (AID 2013). inhibition, % at 10 µM; hits with a dose series show IC50 in µM. U2OS GPR55 beta-arrestin-GFP translocation imaging, LPI antagonism; higher % means a stronger effect. actives 0.13% (n = 290,000);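 active = spots per cell inhibited over 60%, with over 100 cells counted and total cytoplasm intensity under 500,000; inconclusive = wells with under 100 cells, flagged as likely toxic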;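 also: U2OS cells stably carrying GPR55 and arrestin-GFP stimulated by 5 µM LPI near EC80; imaged beta-arrestin-GFP aggregate spots per cell after agonist stimulation; plate controls were LPI-stimulated DMSO wells for no effect and DMSO wells without LPI for full effect; some results filed as inactive read as strong as hits; confirmed hits need IC50 under 10 µM and bright autofluorescent wells are also inconclusive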
KOR beta-arrestin-2: kappa opioid receptor blockers – cell-based, luminescence, uHTS (AID 1778); KOR beta-arrestin recruitment, luminescence, antagonist mode; higher % means a stronger effect; inhibition, % at 10 µM, or IC50 in µM where a hit was titrated; actives 0.091% (n = 290,000); in the data active = inhibition above about 50%; also: strong numbers were not always called active
HIV fusion peptide: inhibitors of HIV fusion peptide binding, primary screen, biochemical, uHTS, fluorescence dequenching (AID 1986). cell-free peptide binding, fluorescence dequenching, 30 min; higher % means a stronger effect. inhibition, % at 20 µM, or IC50 in µM where a hit was titrated. actives 0.3% (n = 290,000); in the data active = inhibition mostly above about 52%, no sharp cut-off; inactive = mostly below about 76%; also: some results filed as inactive read as strong as hits
AID2073: disruptors of CaV2.2 binding to Mint1 – biochemical, HTRF (AID 2073) | HTRF protein-protein interaction, Mint1-CaV2.2; higher % means a stronger effect | inhibition, % at 20 µM, or IC50 in µM where a hit was titrated | actives 0.19% (n = 290,000); in the data active = inhibition mostly above about 51%, no sharp cut-off; inconclusive = no clear call, values can overlap the other calls; inactive = mostly below about 53%; also: some results filed as inactive read as strong as hits
SIAH1 antagonists: blockers of Siah-1 interaction with plectin peptide – biochemical, fluorescence polarization, rhodamine-plectin, uHTS, primary screen (AID 1817); Siah-1 / rhodamine-plectin peptide fluorescence polarization; higher % means a stronger effect; displacement, % at 20 µM; hits with a dose series show IC50 in µM; actives 0.02% (n = 290,000);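 active = displacement of at least 50% at 20 µM, with a fluorescence ratio check between 0.3 and a set limit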;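 also: plate controls were Siah plus tracer with DMSO for no effect and tracer alone without Siah for full effect; strong numbers were not always called active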
Active calls of the source: *; ? = inconclusive; . = no result given; [ ] = another dose, or the depositor's remark. Not all compounds are listed (hit frequency here may not be typical).

Screens in order – GPR55 activation | NOD1 NF-kB reporter | GPR35 antagonists | KOR beta-arrestin-1 | GPR55 antagonists | KOR beta-arrestin-2 | HIV fusion peptide | AID2073 | SIAH1 antagonists
COc1ccc(CNC(=O)[C@@H](C)NC(=O)[C@@H]2Cc3ccccc3CN2)cc1
    -0.1% | -25.8% | -2.6% | -2.0% | 12.5% | -20.8%[20 µM] | -1.8% | -1.7% | -0.8%
N#CC1=C(N)C(C#N)(C#N)[C@H](c2c(F)cccc2F)[C@H]2CC3(CC=C12)OCCO3
    0.3% | 1.3% | -1.7% | 39.9% | -3.2% | -35.6% | 3.4% | 47.1% | -2.3%
COc1ccc2oc3ccc(OC)cc3c(=O)c2c1
    0.2% | -16.8% | 11.4% | 3.1% | 7.1% | -7.9% | -2.3% | 18.9% | 3.9%
COc1ccc(S(=O)(=O)Cc2ccc(C(=O)N3CCN(c4ccccc4F)CC3)o2)cc1
    0.9% | 13.6% | -4.4% | 1.5% | 5.9% | 8.7% | -0.2% | -3.6% | -2.7%
CCOC(=O)c1c(-c2ccc(C)cc2)csc1/N=C/N(C)C
    0.4% | -30.2% | 20.3% | 1.2% | -2.6% | -13.0% | -1.8% | -7.6% | 4.4%
Cc1cc2c(NC3CCCCC3)ncnc2s1
    0.4% | 16.4% | -5.7% | -0.4% | 4.6% | -3.6%[20 µM] | -0.7% | 10.3% | -0.2%
O=C(COc1ccccc1)Nc1ccc(NC(=O)c2ccco2)cc1
    0.1% | -48.4% | -6.5% | 0.0% | 6.8% | 2.4% | 0.3% | 5.2% | 9.0%
COc1cnn(-c2ccc(F)cc2)c(=O)c1Br
    -0.3% | 5.3% | -3.0% | -1.2% | 10.4% | -4.2% | -2.5% | -1.6% | 1.7%
COc1cccc(/C=C/C(=O)OCC(=O)NCc2ccc(Cl)cc2)c1
    0.5% | -22.2% | -5.9% | 0.6% | 0.2% | -9.5% | -0.8% | 12.8% | 5.3%
Cc1cc(=O)n(C)c(=O)n1CCCCCCN1CCCC1
    0.1% | -24.6% | 0.0% | 7.6% | 0.7% | -34.5% | 1.0% | 11.9% | 1.5%
CN(CC(=O)NCc1cccnc1)S(=O)(=O)c1ccccc1
    0.8% | -8.6% | -6.6% | -1.9% | 0.2% | 10.5% | -1.3% | -12.3% | 0.5%
CCSc1nnc(NC(=O)c2cc(-c3ccccc3O)n[nH]2)s1
    1.0% | -9.3% | -6.0% | 2.9% | -8.5% | -53.7% | -1.8% | 30.6% | 0.0%
Cn1c(=O)c2c(nc(N3CCCCC3)n2CCSc2nc3ccccc3s2)n(C)c1=O
    -0.2% | 4.2% | -0.7% | 0.5% | -1.3% | -5.1% | -3.7% | 2.4% | -1.1%
O=C(OCC(=O)N1CCCc2ccccc21)c1ccc(Br)o1
    -1.0% | 7.7% | 13.9% | -8.6% | 0.0% | -27.5% | -1.6% | -3.2% | -0.7%
COc1ccc2[nH]c(=O)c(CN(Cc3cccs3)Cc3nnnn3Cc3ccccc3)cc2c1
    -0.1% | 14.9% | -8.0% | 1.6% | -12.3% | -8.2% | 0.1% | 1.4% | 4.5%
Cc1onc(-c2ccccc2Cl)c1C(=O)Nc1ccc(CN2CCCC2)cc1
    0.1% | 11.0% | -3.0% | -4.8% | 15.2% | 13.7% | 21.6% | 11.0% | 3.2%
CC(C)C(=O)Nc1nnc(SCC(=O)NC2CCCC2)s1
    -0.1% | -4.8% | -4.0% | -0.5% | -1.5% | -22.6% | 0.0% | -1.7% | 4.0%
CN(C(=O)CSc1nncc2ccccc12)C1CCCCC1
    -1.1% | -37.1% | 4.5% | 2.2% | -0.5% | -46.6% | -0.6% | 6.8% | 0.4%
COc1ccc(S(=O)(=O)N2CN3CCN(C3)C2)cc1OC
    0.0% | 1.1% | 1.3% | -3.0% | 5.0% | 30.7% | 2.3% | 15.6% | 0.8%
Cn1cccc1-c1cc(C(=O)N/N=C/c2ccc(F)cc2)[nH]n1
    -0.1% | 28.6% | 2.4% | -0.6% | -9.7% | -11.1% | 1.5% | -5.0% | -0.2%
O=C(NCCNS(=O)(=O)c1ccccc1)c1ccc([N+](=O)[O-])cc1
    -0.1% | -4.6% | 5.3% | -7.1% | 4.5% | 16.9%[20 µM] | -1.6% | 11.5% | -8.6%
S=c1[nH]nc(-c2ccc(Cl)cc2)n1Cc1ccccc1
    0.1% | -21.7% | 7.6% | -3.0% | -3.7% | 0.0% | -1.2% | -13.9% | 3.3%
COC(=O)c1ccc(OS(=O)(=O)N(C)C)cc1
    -0.2% | -48.3% | 0.0% | -3.6% | 1.1% | 18.2% | -0.6% | 1.2% | -0.5%
C=CCNc1nc(Cl)ncc1F
    -0.3% | -28.8% | -6.2% | -3.1% | 3.9% | 23.6% | 2.1% | -0.5% | 4.6%
O=C(c1ccc(-c2ccc([N+](=O)[O-])cc2Cl)o1)N1CCOCC1
    -0.1% | -36.1% | -1.4% | -1.0% | 2.8% | -8.1%[20 µM] | -0.4% | 28.6% | 6.9%
CCn1cc(C2=NC(CCSC)CO2)c2ccccc21 (configuration not stated)
    -0.2% | -29.2% | -0.8% | 0.3% | 11.2% | -15.9% | 0.4% | -13.2% | 16.1%
COc1ccc2oc(=O)c(C(=O)NCc3ccco3)cc2c1
    -0.1% | -32.7% | 19.2% | -6.1% | 5.0% | 11.5%[20 µM] | 0.2% | ? | 1.8%
CCOC(=O)/C(=N\Nc1ccc(Cl)cc1)Sc1nnc(-c2ccc(OC)cc2)n1C
    -0.5% | -29.3% | -15.6% | 4.7% | -8.4% | 25.8% | -1.4% | -27.7% | -5.6%
Cc1ccc(C(=O)OCC(=O)N2CC(C)OC(C)C2)cc1 (configuration not stated)
    0.2% | -18.9% | 7.0% | -3.0% | 4.7% | -18.9% | 0.9% | -4.3% | 0.6%
OCCCc1n[nH]c(=S)n1-c1ccccc1
    -0.1% | -16.3% | 4.7% | . | 16.3% | 6.9%[20 µM] | -0.5% | 6.6% | 1.0%
Cc1cc(C)c(C#N)c(SCC(=O)Nc2ccccc2)n1
    -0.1% | -38.3% | -11.4% | -4.1% | -0.1% | -48.9%[20 µM] | -0.7% | 10.7% | 3.4%
COc1ccc2c(c1)c(=O)oc1cc3occ(C(C)(C)C)c3cc12
    -0.1% | -32.5% | 12.4% | -2.8% | 0.8% | -92.8% | 3.0% | 12.1% | 4.4%
O=C(N/N=C/c1cc([N+](=O)[O-])ccc1O)c1ccc2c(c1)OCCO2
    -0.3% | 9.1% | -0.5% | 1.4% | 6.2% | 17.4% | 2.1% | -10.6% | -26.2%
O=C(CSc1nnc(-c2ccc(O)cc2)o1)Nc1cccc(O)c1
    -0.3% | -43.4% | -5.5% | 0.9% | 4.2% | -6.2% | 0.6% | -1.6% | -5.2%
COc1ccc(C(=O)NCCSCc2ccccc2C)cc1
    -0.1% | -8.6% | -8.9% | 1.6% | 5.4% | -30.7% | -1.3% | 16.2% | 4.4%
COC(C(=O)Nc1ccc(F)cc1F)c1ccccc1 (configuration not stated)
    -0.1% | -11.9% | -3.4% | -6.9% | 13.2% | 12.8% | 1.9% | 12.5% | 3.3%
COC(=O)c1c(NC(=O)c2ccc(Br)o2)sc(C)c1C
    -0.2% | -17.4% | 6.4% | 2.5% | 14.8% | -21.8% | -2.3% | 14.2% | 5.6%
O=C1NN(c2cccc(Br)c2)C(=O)/C1=C\c1ccc(N2CCOCC2)cc1
    0.0% | -6.9% | 10.8% | -0.6% | -6.7% | -35.3% | -0.5% | 30.0% | 8.7%
CCCCC(=O)Nc1nc(-c2ccc(S(=O)(=O)N3CCOCC3)cc2)cs1
    0.0% | 1.5% | 5.8% | -0.3% | 17.4% | 38.2% | 0.4% | 18.0% | 3.8%
NC(=O)C1(N2CCCCC2)CCN(c2nc(-c3ccccc3)cs2)CC1
    -0.2% | 23.2% | -8.9% | 0.1% | -5.7% | 9.1% | -3.2% | -31.3% | 0.8%
Nc1nc(CN2CCc3ccccc3C2)nc(Nc2ccccc2)n1
    -0.1% | -5.9% | 2.0% | 1.7% | -11.1% | -29.6% | 0.6% | 1.3% | -3.4%
CN(C)S(=O)(=O)NCCNc1ccc(C(F)(F)F)cc1[N+](=O)[O-]
    0.3% | -14.2% | 0.7% | -4.0% | -8.0% | -11.0%[20 µM] | -1.9% | 37.7% | 4.5%
Nc1ccccc1SCc1csc(-c2ccc(Cl)cc2)n1
    0.5% | -12.2% | 23.7% | -19.6% | 4.7% | 33.3% | -0.8% | -19.8% | -2.0%
O=C(NCc1ccc2c(c1)OCO2)c1cccc(N2CCCC2=O)c1
    -0.2% | -0.8% | -8.1% | -2.1% | -0.4% | -38.5% | 0.0% | -1.0% | 5.5%
CCc1c(O)nc(SC2CC(=O)N(c3ccc(F)c(Cl)c3)C2=O)[nH]c1=O (configuration not stated)
    0.3% | -12.3% | -1.6% | -1.0% | 13.4% | -7.6% | 2.1% | 12.3% | 6.1%

7 structures already listed, arranged by molecular weight, descending.
Screens in order – GPR55 activation | NOD1 NF-kB reporter | GPR35 antagonists | KOR beta-arrestin-1 | GPR55 antagonists | KOR beta-arrestin-2 | HIV fusion peptide | AID2073 | SIAH1 antagonists
CCCCC(=O)Nc1nc(-c2ccc(S(=O)(=O)N3CCOCC3)cc2)cs1
    0.0% | 1.5% | 5.8% | -0.3% | 17.4% | 38.2% | 0.4% | 18.0% | 3.8%
CN(C)S(=O)(=O)NCCNc1ccc(C(F)(F)F)cc1[N+](=O)[O-]
    0.3% | -14.2% | 0.7% | -4.0% | -8.0% | -11.0%[20 µM] | -1.9% | 37.7% | 4.5%
O=C(NCc1ccc2c(c1)OCO2)c1cccc(N2CCCC2=O)c1
    -0.2% | -0.8% | -8.1% | -2.1% | -0.4% | -38.5% | 0.0% | -1.0% | 5.5%
Nc1ccccc1SCc1csc(-c2ccc(Cl)cc2)n1
    0.5% | -12.2% | 23.7% | -19.6% | 4.7% | 33.3% | -0.8% | -19.8% | -2.0%
Nc1nc(CN2CCc3ccccc3C2)nc(Nc2ccccc2)n1
    -0.1% | -5.9% | 2.0% | 1.7% | -11.1% | -29.6% | 0.6% | 1.3% | -3.4%
COc1ccc2c(c1)c(=O)oc1cc3occ(C(C)(C)C)c3cc12
    -0.1% | -32.5% | 12.4% | -2.8% | 0.8% | -92.8% | 3.0% | 12.1% | 4.4%
Cc1cc(C)c(C#N)c(SCC(=O)Nc2ccccc2)n1
    -0.1% | -38.3% | -11.4% | -4.1% | -0.1% | -48.9%[20 µM] | -0.7% | 10.7% | 3.4%

Screening data deposited in PubChem by Sanford-Burnham Center for Chemical Genomics.
